Screening results deposited in PubChem BioAssay by Sanford-Burnham Center for Chemical Genomics.
APOBEC3A inh = blocks human APOBEC3A ssDNA deamination; recombinant A3A, FAM/TAMRA ssDNA deamination fluorescence; inhibition, % at 20 µM; hit rate 0.41% among 330,000; P31941;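 active means at least 40% inhibition at 20 µM here, with at most 30% in a related deaminase screen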;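 further: plate controls were A3A with DMSO for no effect and wells lacking A3A enzyme for full effect; some results filed as inactive read as strong as hits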
Target sequence (P31941 whole entry, looked up): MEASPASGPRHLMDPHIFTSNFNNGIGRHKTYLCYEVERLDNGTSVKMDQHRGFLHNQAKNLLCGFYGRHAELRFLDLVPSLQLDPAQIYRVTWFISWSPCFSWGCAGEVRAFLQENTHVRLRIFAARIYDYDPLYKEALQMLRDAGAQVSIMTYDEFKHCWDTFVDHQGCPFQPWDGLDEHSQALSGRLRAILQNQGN
hIAP block = human IAP inhibition | inhibition, % at 10 µM | purified IAP, CDP-Star luminescence, 30 min | hit rate 0.12% among 330,000 | P09923;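 active means inhibition reaching a set limit with compound at 10 µM in the primary screen, cut at about 35% in these data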;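 further: plate controls were DMSO wells with enzyme for no effect and no-enzyme buffer wells for full effect; values of inactives mirror those of a sister screen read the other way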
Target sequence (P09923 whole entry, looked up): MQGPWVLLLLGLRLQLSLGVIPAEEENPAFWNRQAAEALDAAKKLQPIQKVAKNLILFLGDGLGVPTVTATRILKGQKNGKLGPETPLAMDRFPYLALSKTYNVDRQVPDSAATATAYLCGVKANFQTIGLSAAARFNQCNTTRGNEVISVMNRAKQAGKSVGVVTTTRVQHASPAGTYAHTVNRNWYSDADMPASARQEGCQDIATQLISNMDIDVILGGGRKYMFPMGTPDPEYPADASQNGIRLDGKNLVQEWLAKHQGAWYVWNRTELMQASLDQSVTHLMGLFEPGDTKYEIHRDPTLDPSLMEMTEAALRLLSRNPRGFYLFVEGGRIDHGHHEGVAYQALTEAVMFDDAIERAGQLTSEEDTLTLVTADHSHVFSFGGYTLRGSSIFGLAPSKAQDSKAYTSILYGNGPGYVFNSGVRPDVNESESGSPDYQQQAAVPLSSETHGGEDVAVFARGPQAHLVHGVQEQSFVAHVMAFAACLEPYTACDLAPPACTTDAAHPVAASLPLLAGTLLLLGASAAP
hIAP act = human IAP activation; P09923; purified human IAP, CDP-Star luminescence, 30 min; active compounds read high; 1 = vehicle-only enzyme, 0 = enzyme-free background; activation factor at 10 µM; hit rate 0.16% among 330,000; AID 2524;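 active means activation factor of the enzyme at least 2-fold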; further: the source names both 10 and 20 µM as test concentration; values of inactives mirror those of a sister screen read the other way
MIN6 prolif = MIN6 beta-cell proliferation induction; MIN6 cells proliferation, ATPlite luminescence, 48 h; cells starved in 0.2% serum; 100% = growth in 10% serum; proliferation, % at 10 µM; hit rate 0.29% among 330,000;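 active means compounds whose signal lies at least 3.5 SD above the mean of all wells on their plate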;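 further: 0% = DMSO-treated cells in low-serum medium and 100% = 10% serum control; some compounds called inactive have numbers as strong as hits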
mIAP act = increases mouse intestinal alkaline phosphatase activity. hit rate 0.24% among 330,000. activation factor at 10 µM. muIAP, CDP-Star luminescence, 30 min; active compounds read high; 1 = vehicle-only enzyme signal, 0 = enzyme-free wells;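 active means activation factor of at least 2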; further: the source names both 10 and 20 µM as test concentration; values of inactives mirror those of a sister screen read the other way
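Assay system: mouse IAP enzyme; reagent: chemiluminescent substrate CDP-Star; dosing: test compounds delivered from DMSO solution; schedule: 30 min at room temperature; measured by: luminescence from enzymatic CDP-Star hydrolysis; controls: DMSO-only wells and no-enzyme negative control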
mIAP block = mouse IAP inhibition. purified mouse IAP, CDP-Star luminescence, 30 min. inhibition, % at 10 µM. hit rate 0.2% among 330,000;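 active means inhibition of at least 40% at 10 µM in the primary screen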;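 further: plate controls were DMSO with enzyme for no effect and no enzyme wells for full effect; values of inactives mirror those of a sister screen read the other way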
A3G deaminase = APOBEC3G (human) deaminase inhibition. inhibition, % at 20 µM. hit rate 0.28% among 330,000. recombinant A3G, ssDNA deamination FAM/TAMRA fluorescence;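 active means inhibition of at least 40% at 20 µM, with no more than 30% in the related APOBEC3A deaminase screen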;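 further: plate controls were DMSO wells with A3G for no effect and wells lacking A3G enzyme for full effect; some compounds called inactive have numbers as strong as hits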
SENP1 inh = SENP1 (human) catalytic domain inhibition | Q9P0U3 | recombinant SENP1 catalytic domain, CyPet-SUMO1-YPet FRET cleavage | inhibition, % at 10 µM | hit rate 0.21% among 360,000 | AID 624204;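 active means inhibition at least 30% at 10 µM, raw YFP signal under a set limit, fluorescence ratio 0.5 to 1.5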;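 further: 0% = enzyme with DMSO and 100% = no enzyme wells; some results filed as inactive read as strong as hits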
Target sequence (Q9P0U3 419-644 limits assumed): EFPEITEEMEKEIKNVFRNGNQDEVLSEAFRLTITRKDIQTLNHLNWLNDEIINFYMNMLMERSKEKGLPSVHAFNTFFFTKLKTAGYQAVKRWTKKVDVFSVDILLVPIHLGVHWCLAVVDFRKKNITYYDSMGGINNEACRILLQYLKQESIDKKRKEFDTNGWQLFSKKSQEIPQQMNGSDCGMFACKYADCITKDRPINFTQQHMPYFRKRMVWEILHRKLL
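Test system: human SENP1 catalytic domain; medium: Tris pH 8 buffer plus EDTA, NaCl, BME, BSA, NP40, catalase; incubation: 50 min reaction at room temperature; technique: FRET, CFP and YFP emission; controls: no-enzyme low control and enzyme-plus-DMSO high control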
NALP3 yeast inh = inhibitors of NALP3 inflammasome in yeast; inhibition, % at 10 µM; hit rate 0.39% among 330,000; Yeast reconstituted NLRP3/ASC/caspase-1, beta-gal luminescence, 24 h;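 active means inhibition of 50% or more; inactive means inhibition below 50%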;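 further: plate controls were induced DMSO wells for no effect and uninduced yeast grown without galactose for full effect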
* = called active by the depositor; . = not tested or not shown.

The opening four records as a preview:
SMILES	APOBEC3A inh	hIAP block	hIAP act	MIN6 prolif	mIAP act	mIAP block	A3G deaminase	SENP1 inh	NALP3 yeast inh
Cc1ccc(NC(=O)CN2CCc3cc4c(cc3C2C)OCCCO4)cc1 (stereo not given)	-5	-15	1.1	-2	1.1	-5	-7	-1	13
CCc1nonc1NC(=O)c1oc2ccccc2c1C	-1	-5	1.1	0	1	-3	-2	-2	24
O=C(CCCN1C(=O)c2cccc3cccc(c23)C1=O)NCc1cccnc1	3	-16	1.2	-1	0.94	6	-8	1	6
COc1ccc(NC(=O)CSc2nnc(NC(=O)c3ccco3)s2)cc1OC	4	-1	1	0	0.96	4	-2	0	1

Results, from the first entry:
SMILES	APOBEC3A inh	hIAP block	hIAP act	MIN6 prolif	mIAP act	mIAP block	A3G deaminase	SENP1 inh	NALP3 yeast inh
Cc1ccc(NC(=O)CN2CCc3cc4c(cc3C2C)OCCCO4)cc1 (stereo not given)	-5	-15	1.1	-2	1.1	-5	-7	-1	13
CCc1nonc1NC(=O)c1oc2ccccc2c1C	-1	-5	1.1	0	1	-3	-2	-2	24
O=C(CCCN1C(=O)c2cccc3cccc(c23)C1=O)NCc1cccnc1	3	-16	1.2	-1	0.94	6	-8	1	6
COc1ccc(NC(=O)CSc2nnc(NC(=O)c3ccco3)s2)cc1OC	4	-1	1	0	0.96	4	-2	0	1
Nn1cnnc1SCC(=O)Nc1ccc2c(c1)OCO2	-4	-2	1	0	1	-1	-6	-1	-4
CCOC(=O)c1c(N)sc2c(NC(C)=O)cccc12	1	-6	1.1	0	1.1	-6	-2	-1	8
COC(=O)[C@@H]1C[C@H]2CC[C@H](O)C[C@H]2N1Cc1ccc(C)s1	-5	2	0.97	0	1	-2	-10	-7	15
CC(=O)N1CC(C)c2scc(C)[n+]2-c2ccccc21 (stereo not given)	-4	3	0.97	0	0.98	2	-7	0	6
Cc1cc(=O)[nH]c(N/N=C/c2ccc(OC(=O)c3cccnc3)cc2)n1	-5	-3	1	0	0.91	10	-4	3	-17
Cc1ccccc1OCC(=O)NC(=S)Nc1cccc2cc(O)ccc12	-2	10	0.9	-2	0.96	4	-9	-1	29
Cc1occc1C(=O)N1CCN(S(C)(=O)=O)CC1	3	5	0.95	-1	0.99	0	-2	-1	-3
COc1ccc(-n2c(C)nc(N)c2C(=O)c2ccccc2)cc1	1	19	0.81	-3	1	-1	0	1	3
O=C(NNC(=O)C1CCN(Cc2ccccc2)CC1)c1cccc(Cl)c1	-3	9	0.91	-2	0.99	1	-9	4	7
CC(=O)Nc1cc(NC(C)=O)cc(-c2nc3ccccc3[nH]2)c1	1	-2	1	-1	1.1	-6	7	1	12
O=C(N/N=C/c1cc2cc3c(cc2nc1Cl)OCCO3)c1ccccc1O	0	-2	1	0	0.93	7	-2	-10	-2
CC(=O)C1=C(C)NC(SCC(=O)c2cc(Cl)ccc2Cl)=C(C#N)C1c1ccco1 (stereo not given)	1	-18	1.2	-4	0.89	11	-1	-27	14
Cc1c(Cl)c([N+](=O)[O-])nn1CCCC(=O)NC(C)c1ccccc1 (stereo not given)	-1	2	0.98	0	0.94	6	-4	3	8
CN(C)S(=O)(=O)c1cccc(C(=O)Nc2ccccc2N2CCCCC2)c1	-4	-2	1	1	0.96	4	-11	-1	14
CCOC(=O)CSc1ncc(OC)c(Sc2ccc(OC)cc2)n1	-2	-12	1.1	-4	1	-1	-2	3	25
Cc1ccc(-c2nnn(CC(=O)N(CCO)C(C(=O)NC3CCCC3)c3ccc(F)cc3)n2)o1 (stereo not given)	-5	-2	1	-3	0.92	8	-6	1	13
CC(C)OC(=O)Cn1c(-c2ccccc2)c(-c2ccccc2)nnc1=O	-6	-9	1.1	0	1	-3	-10	2	13
COC(=O)c1ccc(NC(=S)N2CCN(Cc3cccc(C)c3)CC2)cc1	-6	8	0.92	-2	0.97	3	-7	1	25
O=C(COC(=O)C1CCC1)NC(=O)c1ccccc1	-4	-20	1.2	-3	1.1	-11	-2	0	11
Cc1ccccc1OCCSc1nc2ccccc2n1CCC(=O)O	-5	-20	1.2	-3	1	-1	0	-1	4
CC(NC(=O)CSc1ncccn1)c1ccc(Cl)cc1Cl (stereo not given)	-2	-3	1	-1	1.1	-10	-5	0	-3
Nc1nc2ccccc2n1CCOc1ccc(F)cc1	-2	0	1	0	1.1	-6	-4	1	4
O=S(=O)(Nc1nccs1)c1cc(Cl)ccc1Cl	-1	-11	1.1	-4	1	-4	-3	4	10
COc1ccc(S(=O)(=O)Nc2c(NC3CCCCC3)c3ccccc3oc2=O)cc1	-4	-7	1.1	4	1	-1	-6	0	-11
COc1ccc(NC(=O)CSc2nncs2)cc1S(=O)(=O)N1CCCCC1	-1	-11	1.1	-2	0.95	5	-5	0	15
CCOC(=O)c1c(C=O)c(C)n(Cc2ccc(C)cc2)c1C	4	11	0.89	-2	1	-1	-5	1	13
CC(=O)Nc1ccc(/C=C/C(=O)c2ccccc2)cc1	-3	-3	1	-6	1.1	-5	-8	.	23
O=S(=O)(c1ccc(S(=O)(=O)N2CCOCC2)cc1)N1CCCC1	1	3	0.97	3	0.9	10	-2	2	25
CC(OC(=O)CCCN=C1NS(=O)(=O)c2ccccc21)C(=O)N(C)c1ccccc1 (stereo not given)	27	-5	1	0	0.99	1	-9	3	12
O=S(=O)(Nc1ncccc1O)c1ccc(Cl)cc1	3	-8	1.1	1	1	-4	0	1	6
COC(=O)c1ccc(COC(=O)[C@@H]2CC(O)CN2S(=O)(=O)c2ccccc2[N+](=O)[O-])cc1 (stereo not given in full)	-4	-30	1.3	-3	1	-3	-6	1	21
COCCCNCC(O)COc1cccc2[nH]c(C)cc12 (stereo not given)	-6	-9	1.1	-1	0.98	2	-4	1	11
Cc1ccc(S(=O)(=O)N2CCC(C(=O)NCCCN3CCOCC3)CC2)cc1C	-3	4	0.96	0	0.89	11	-9	-2	27
CCN(CC)C(=O)Cn1cc(S(=O)(=O)CC(=O)Nc2ccc(F)cc2F)c2ccccc21	-2	-5	1.1	2	1	-1	-4	2	-6
Cc1cccc(N2CCN(Cc3ccc([N+](=O)[O-])o3)CC2)c1C	-6	2	0.98	-1	0.88	12	-7	0	34
CCCCS(=O)(=O)/C=C\C=C/S(=O)(=O)CCCC	2	2	0.98	-4	0.93	7	2	1	5
Cc1cc(C(=O)COc2ccccc2C(N)=O)c(C)n1C	-9	-28	1.3	-2	1	-3	-4	-2	-12
CS(=O)(=O)Nc1ccccc1C(=O)NC1CC2CCC1C2 (stereo not given)	-1	0	1	-4	0.97	3	-2	0	-7
COc1ccc(N2CCN(S(=O)(=O)CC34CCC(CC3=O)C4(C)C)CC2)cc1 (stereo not given)	-2	-11	1.1	-4	1	-1	2	1	11
CSC1=NCCN1S(=O)(=O)c1ccc(Cl)cc1	-2	-6	1.1	-1	1.1	-6	-3	1	5
Cc1cc(C(=O)Cn2cc([N+](=O)[O-])ccc2=O)c(C)n1CC1CCCO1 (stereo not given)	-13	-16	1.2	0	0.94	6	-8	0	15
CC1CCCC(C)N1C(=O)c1ccc2c(c1)S(=O)(=O)c1ccccc1C2=O (stereo not given)	-6	-7	1.1	-1	0.98	2	-8	-1	5
CCOc1ccc(S(=O)(=O)N2CCC(C(=O)N3CCOCC3)CC2)cc1Cl	-1	-18	1.2	3	1.1	-7	-7	0	-6
Nc1ccccc1-c1nnc(-c2ccccc2N)n1N	3	10	0.9	-1	0.85	15	-9	-2	-2
Cc1nc(-c2ccc([N+](=O)[O-])cc2)sc1C(=O)O	0	10	0.9	0	0.9	10	-2	3	-6
COc1cc(N(C)C)c([N+](=O)[O-])cc1C(=O)N1CCOCC1	-7	-3	1	-2	1	-5	-10	1	8
COc1ccc(C(CNC(=O)c2cc3ccccc3o2)N2CCCC2)cc1 (stereo not given)	-4	-4	1	-7	1.2	-22	-4	-1	16
CCOC(=O)N1CCN(c2ccc(S(=O)(=O)N3CCOCC3)cc2[N+](=O)[O-])CC1	-3	8	0.92	0	0.96	4	-3	3	16
O=C(CCn1c(=O)c2ccccc2n(CC(=O)N2CCN(c3ccccc3)CC2)c1=O)NCc1ccco1	3	13	0.87	-4	0.92	8	2	1	9
Cc1ccccc1C(=O)Nc1c(C)[nH]c(=O)[nH]c1=O	-7	5	0.95	1	0.97	3	-8	-3	-8
COc1ccc(NC(=O)CN(C)C(=O)CCc2ccccc2)cc1	0	-2	1	2	0.92	8	-11	0	6
Cc1cc(C(=O)Nc2c(C)n(C)n(-c3ccccc3)c2=O)cs1	-3	17	0.83	-1	0.92	8	-4	5	-6
O=S(=O)(NCc1ccccn1)c1ccc(Cl)s1	-3	-34	1.3	1	0.96	4	-5	-7	-12
Cc1ccccc1NC(=O)c1csc2c1CCCC2	7	-16	1.2	-4	0.97	3	1	3	12
CN(CCc1ccccn1)C(=O)CCC1CCCN(C(=O)c2c(F)ccc(F)c2F)C1 (stereo not given)	-3	-64	1.6	-2	0.92	8	-10	1	17
CCN(CC)CCNS(=O)(=O)c1ccc(OC)c(Br)c1	36	8	0.93	-1	1.1	-8	18	1	-1
Additional compounds follow.
SMILES	APOBEC3A inh	hIAP block	hIAP act	MIN6 prolif	mIAP act	mIAP block	A3G deaminase	SENP1 inh	NALP3 yeast inh
CN(c1ccccc1)S(=O)(=O)c1ccc(C(=O)NCc2cccs2)cc1	-9	-23	1.2	-3	1.1	-7	-3	2	7
Nc1ccc(S(=O)(=O)Nc2nccs2)cc1	0	-4	1	-5	1.1	-5	-4	3	-3
Cc1ccc(S(=O)(=O)N2CCOCC2)cc1NC(=O)c1cc2c(s1)CCC2	7	2	0.98	-2	0.94	6	2	-1	2
CCOc1ccc(CCNS(=O)(=O)c2ccc3c(c2)NC(=O)CO3)cc1OCC	1	8	0.92	-2	0.94	6	-1	3	-2
CCn1c(N2CCN(S(=O)(=O)c3ccccc3C(F)(F)F)CC2)nc2ccccc21	1	-19	1.2	1	0.94	6	-2	0	2
Cc1ccc(S(=O)(=O)N2CCN(C(=O)Cn3c(=O)cnc4ccccc43)CC2)cc1	-3	-1	1	-2	0.97	3	-3	-4	-2
C[C@@H](NC(=O)c1[nH]cnc1C(=O)Nc1ccccc1)c1ccccc1	-2	-56	1.6	-7	0.97	3	-9	4	4
CCc1ccc(-n2c(=S)sc3c(=O)n(-c4ccccc4OC)c(=S)[nH]c32)cc1	-5	-8	1.1	-4	0.99	1	-4	0	-1
O=C(c1ccc(CNS(=O)(=O)c2ccccc2)cc1)N1CCN(Cc2ccccc2)CC1	-1	7	0.93	-2	0.95	5	2	3	14
O=C(c1c[nH]c(=O)n(-c2ccccc2)c1=O)N1CCc2ccccc21	1	9	0.91	-1	0.95	5	-1	1	9
O=C(CCNS(=O)(=O)c1cccc(C(F)(F)F)c1)NCc1ccco1	0	-3	1	-2	1.1	-6	-2	-1	-8
FC(F)Sc1ccc(Nc2ncnc3nc[nH]c23)cc1	0	1	0.99	-3	0.92	8	-3	3	10
CC[C@H](C)[C@H](NC(=O)c1ccccc1)C(=O)Nc1ccc(S(=O)(=O)Nc2cc(C)nc(C)n2)cc1	-9	-2	1	-3	1	-3	-5	3	4

Some of the compounds tested. The share of hits here may be higher or lower than overall.
